High-throughput results as filed in PubChem BioAssay.
PTHR1 agonist – qHTS for PTHR1 Agonists: Primary Screen; HEK293 GP2 PTHR1 cells, GloSensor cAMP luminescence, 1 h; Potency, µM (highest dose often 115 µM), for the others: top-dose activation, actives largely listed as activators; Parathyroid hormone/parathyroid hormone-related peptide receptor (Homo sapiens), Q03431; 0.075% of 410,000 active; further: nearly all actives have a fitted effect of over 55% in size; some results filed as inactive show a strong effect at the top dose; inactives centre near -15; many of its hits are not listed in these tables
Target sequence (Q03431 whole entry, looked up): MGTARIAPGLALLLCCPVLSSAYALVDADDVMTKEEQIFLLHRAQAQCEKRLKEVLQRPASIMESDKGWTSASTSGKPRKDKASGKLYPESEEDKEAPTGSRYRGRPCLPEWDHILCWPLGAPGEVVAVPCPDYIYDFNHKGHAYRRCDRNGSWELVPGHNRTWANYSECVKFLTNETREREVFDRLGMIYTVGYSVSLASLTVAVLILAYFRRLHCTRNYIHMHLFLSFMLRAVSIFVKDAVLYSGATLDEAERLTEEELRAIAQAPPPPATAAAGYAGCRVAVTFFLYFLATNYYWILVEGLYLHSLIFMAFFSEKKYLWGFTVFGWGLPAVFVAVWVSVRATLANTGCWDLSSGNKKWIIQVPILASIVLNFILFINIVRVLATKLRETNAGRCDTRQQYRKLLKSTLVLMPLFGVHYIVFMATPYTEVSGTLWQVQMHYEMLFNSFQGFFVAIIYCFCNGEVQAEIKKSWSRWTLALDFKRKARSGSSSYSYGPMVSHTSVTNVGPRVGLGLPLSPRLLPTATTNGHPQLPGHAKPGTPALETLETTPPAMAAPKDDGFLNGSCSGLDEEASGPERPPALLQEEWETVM
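HEK-293-derived GP2 cells expressing PTHR1 and a GloSensor cAMP reporter, 3,000/well, plated overnight, given luciferin plus IBMX (each 0.5 mM as added) for 1 h at 37 °C, then compound for 1 h at 37 °C. Luminescence was read after 15 min at room temperature.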
TDP-43 yeast inh – qHTS of TDP-43 Inhibitors | TDP-43 expressing yeast growth rescue, BacTiter-Glo, 24 h | Potency, µM (top dose mostly 46.1 µM), for inactives: at the highest dose growth rescue (activation), actives largely listed as activators | 1.8% of 410,000 active; further: % of control where 0% means no effect; nearly all actives have a fitted effect of over 50% in size
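Cell-based yeast growth screen: TDP-43 expression induced in galactose, inoculum OD600=0.02 after raffinose pregrowth to mid-log. Read-out BacTiter-Glo luminescence at 24 hr, 30 deg C; inhibition of toxicity seen as signal increase.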
FUS suppressor – qHTS for Suppressors of FUS Proteinopathy: Primary screen using FUS-linked yeast assay; 0.24% of 390,000 active; Potency, µM (doses to about 76.6 µM), without a hit: top-dose growth rescue (activation), actives largely listed as activators; AID 1347120, 2019; S. cerevisiae FUS-expressing, growth rescue, OD600, 24 h;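 further: plate controls were DMSO vehicle for no effect and reference control for full effect; nearly all actives have a fitted effect of over 55% in size; some results filed as inactive show a strong effect at the top dose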
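S. cerevisiae expressing FUS from galactose induction served as the toxicity model. Growth after 24hr at 30C, read as absorbance at 600 nm, indicates suppression of toxicity; compounds dosed at several concentrations.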
Starred values were filed as active, the others as inactive; i = inactive; ? = inconclusive; [ ] = another dose, or the depositor's remark. The call rests on the fitted dose curve; in most records, active means well fitted curve in the direction sought with a large enough effect; inconclusive means small, poorly fitted or top-dose-only effect, or another doubt; inactive means no such curve, though single readings can be large; an effect the other way counts as inactive or inconclusive. Potency means the concentration at half of the fitted maximal effect.

SMILES | PTHR1 agonist | TDP-43 yeast inh | FUS suppressor
CCC(C(=O)Nc1cc(F)ccc1F)n1nc(-c2cc(C)ccc2C)ccc1=O (stereo not drawn) | i | 22µM* | 35%
CCOC(=O)c1cccc(NC(=O)C(Cc2ccccc2)NS(=O)(=O)c2cccc3nsnc23)c1 (stereo not drawn) | -63%[inhibitor] | ? | ?
CCCOc1ccc(CC2C(=O)Nc3ccc(Br)cc32)cc1 (stereo not drawn) | i | -91%[inhibitor] | 33%
O=c1c2cc3c(cc2n(Cc2cccc(F)c2)c(=O)n1Cc1nc(-c2ccccc2)no1)OCO3 | i | 10% | 14%
Cc1ccc2c(Sc3ccc(Cl)cc3)c(C(=O)N3CCC(C)CC3)[nH]c2c1 | -43%[inhibitor] | 13% | 27%
CC1(C)CC(=O)c2cc(C(=O)Nc3ccccc3Cl)c(=O)n(-c3ccc(Cl)cc3)c2C1 | -15% | 22%[9.22 µM] | -3%
Cc1ccc(CCNC(=O)c2ccc3c(=O)n(-c4ccc(C)cc4)c(=O)[nH]c3c2)cc1 | -3% | 8% | -20%
COc1cc(Nc2nc3c(S(=O)(=O)c4ccccc4)nnn3c3ccc(Cl)cc23)cc(OC)c1 | ? | -13% | -11%
COc1ccc(-c2noc(Cn3c(=O)c4ccccc4n(CC(=O)Nc4cccc(C(F)(F)F)c4)c3=O)n2)cc1 | -47%[inhibitor] | 26% | 18%
COc1ccc(-c2cn3c(n2)sc2cc(C(=O)NCCCN4CCCCCC4)ccc23)cc1 | -18% | -30%[inhibitor] | 15%
Cn1c(SCc2ccccc2Cl)nc2c([nH]c3ccccc32)c1=O | i | 10% | -5%
Cc1cc(C)c(S(=O)(=O)N2CCC(N3CCN(Cc4ccc(F)cc4)C(=O)C3=O)CC2)c(C)c1 | i | 15% | -13%
COc1ccc(N2CCN(C(=O)CCn3nc(C)c(S(=O)(=O)N4CCCC4)c3C)CC2)cc1 | i | -21% | 32%
COc1cccc(-n2cc(C(=O)NCCc3ccc(C)cc3)c3ccccc3c2=O)c1 | -26% | 0% | 44%
COCCCNc1ncnc2c1cnn2-c1ccc(F)cc1 | i | ? | -14%
COC(=O)c1ccc(NC(=O)c2nc(-c3ccc(Cl)cc3)n3c2CCCCC3)cc1 | i | 11% | -10%
Cc1nn(-c2ccc(N3CCCC3)nn2)c(C)c1CCC(=O)Nc1ccc(F)cc1F | -21% | 1% | 8%
O=C(COCc1cc(-c2ccc3c(c2)OCO3)on1)NCc1ccc(F)cc1 | -20% | 28% | -1%
CCc1ccc(NC(=O)CSc2cn(CC(=O)N3CCCC3)c3ccccc23)cc1 | ? | 7% | 13%
CCN(c1ccccc1)c1nnc(NC(=O)Nc2ccc(Br)cc2)s1 | -6% | 10% | -38%

Looked up one by one from above, 6 records:
SMILES | PTHR1 agonist | TDP-43 yeast inh | FUS suppressor
COc1ccc(N2CCN(C(=O)CCn3nc(C)c(S(=O)(=O)N4CCCC4)c3C)CC2)cc1 | i | -21% | 32%
CCN(c1ccccc1)c1nnc(NC(=O)Nc2ccc(Br)cc2)s1 | -6% | 10% | -38%
Cc1nn(-c2ccc(N3CCCC3)nn2)c(C)c1CCC(=O)Nc1ccc(F)cc1F | -21% | 1% | 8%
COC(=O)c1ccc(NC(=O)c2nc(-c3ccc(Cl)cc3)n3c2CCCCC3)cc1 | i | 11% | -10%
COc1cccc(-n2cc(C(=O)NCCc3ccc(C)cc3)c3ccccc3c2=O)c1 | -26% | 0% | 44%
Cc1cc(C)c(S(=O)(=O)N2CCC(N3CCN(Cc4ccc(F)cc4)C(=O)C3=O)CC2)c(C)c1 | i | 15% | -13%

Following part
SMILES | PTHR1 agonist | TDP-43 yeast inh | FUS suppressor
CCOc1ccccc1CNC(=O)Cn1ncn2nc(-c3cccs3)cc2c1=O | 21% | 10% | -24%
Cc1cccc(OCC(=O)NCc2ccc3c(c2)CCN3C(=O)c2ccc(Cl)cc2)c1 | ? | -11% | -5%
CCOc1ccc(NC(=O)c2c(NCc3ccc(C)o3)sc3c2CCCCC3)cc1 | -54%[inhibitor] | -2% | 39%
COc1cccc(-c2nc(CS(=O)(=O)CC(=O)NCc3ccc(C)cc3)c(C)o2)c1 | -31%[inhibitor] | 5% | 0%
O=C(Cc1csc2ccccc12)NCc1cccc(Br)c1 | i | 19% | 4%
COc1ccc(CNC(=O)c2cc3cccc4c3n2CC(C)S4)c(OC)c1 (stereo not drawn) | -5% | -25% | ?
COc1cc(NC(=O)Cn2c(=O)n(Cc3ccco3)c(=O)c3oc4ccccc4c32)cc(OC)c1 | -20% | -2% | 4%
CC(=O)c1ccc(NS(=O)(=O)c2ccc(Br)s2)cc1 | -5% | ? | 11%
CCN(C(=O)CSc1nnc(-c2cc(OC)c(OC)c(OC)c2)o1)c1ccccc1 | -14% | -1% | 18%
CCOC(=O)c1[nH]c(C)c(CCC(=O)N2CCN(c3ccc(Cl)cc3)CC2)c1C | -32%[inhibitor] | 0%[9.22 µM] | 18%
COc1ccc(Cl)cc1NC(=O)Cn1cc(C(=O)c2ccc(C)cc2)c(=O)c2ccc(C)nc21 | i | 0% | -11%
COc1ccc(CCNC(=O)CCc2c(C)nc3cc(-c4ccccc4OC)nn3c2C)c(OC)c1 | -17% | 18µM* | ?
Cc1cc(OC(C)C(=O)Nc2sc3c(c2C(N)=O)CCCC3)ccc1Cl (stereo not drawn) | -22% | 2% | 13%
COc1ccc(NC(=O)c2ccc3c(c2)c(C)c(C)n3Cc2ccc(F)cc2)cc1 | i | 2% | 4%
CCOc1ccc(C2C(C(=O)Nc3ccccc3)=C(C)Nc3nc(SCc4cccc(OC)c4)nn32)cc1 (stereo not drawn) | i | 8% | -18%
Cc1cc(C)cc(Nc2cc(C(=O)NCCCN(C)C3CCCCC3)c3ccccc3n2)c1 | 0% | 9% | 7%
CN(C)c1ccc(CNC(=O)C2CCN(C(=O)c3ccc(-n4ccc5ccccc54)s3)CC2)cc1 | -8% | 0% | 7%
CCOc1ccc(C(=O)Nc2ccc3nc(SCC(=O)N(C)c4ccccc4)sc3c2)cc1 | -55%[inhibitor] | 7% | 5%
O=C(NCCOCCn1c(=O)oc2ccccc21)Nc1ccc(F)cc1 | i | 14% | 19%
CN1CCN(CCCNC(=O)c2ccc3nc(Cc4ccccc4)oc3c2)CC1 | -17% | 12% | -13%

One compound at a time, from the list above. Screens in order: PTHR1 agonist | TDP-43 yeast inh | FUS suppressor
Cc1cc(C)cc(Nc2cc(C(=O)NCCCN(C)C3CCCCC3)c3ccccc3n2)c1 in the list: 0% | 9% | 7%
CN(C)c1ccc(CNC(=O)C2CCN(C(=O)c3ccc(-n4ccc5ccccc54)s3)CC2)cc1 in the list: -8% | 0% | 7%
CN1CCN(CCCNC(=O)c2ccc3nc(Cc4ccccc4)oc3c2)CC1 in the list: -17% | 12% | -13%

Going on with the list.
SMILES | PTHR1 agonist | TDP-43 yeast inh | FUS suppressor
CCOc1ccccc1NC(=O)Cn1c(=O)n(CCCC(=O)NCCOC)c(=O)c2cc(OC)c(OC)cc21 | -16% | 21% | -7%
Cc1c(C(=O)N2CCCC2)oc2c1-c1nn(CC(=O)NCc3ccc(OC(C)C)cc3)cc1CC2 | -46%[inhibitor] | 20µM* | 31%
Cc1c(Cl)cccc1NC(=O)c1ccc(C(=O)Nc2cccc(Cl)c2C)cc1 | -19% | 7% | -8%
Cc1ccc(-c2nc3cc(NC(=O)c4cc(Br)ccc4Cl)ccc3o2)cc1 | -85%[inhibitor] | 10% | 6%
CCOCCCNc1nc2cc(OC)c(OC)cc2c2nc(-c3ccccc3)nn12 | i | 16% | 18%
CCn1c(CN2CCN(C)CC2)nc2cc(NC(=O)c3cc(OC)c(OC)c(OC)c3)ccc21 | -10% | 4% | 10%
CCCN1C(=O)c2ccccc2CC1(C)C(=O)NC1CCCCC1 (stereo not drawn) | -22% | 3% | -24%
Cn1c(=O)c2c(-c3ccccc3)n3c(c2n(C)c1=O)C(c1cccc([N+](=O)[O-])c1)Nc1ccccc1-3 (stereo not drawn) | -25% | 9% | 2%
COc1ccc(S(=O)(=O)NCCc2nnc3ccc(SCC(=O)Nc4cc(C)cc(C)c4)nn23)cc1 | -16% | 10% | 44%
CCc1ccc(NC(=O)c2cc3sc(Cl)cc3n2C)cc1 | -24% | 8% | -14%
CCOc1cccc(C(=O)Nc2nc3c(s2)CC(C(C)(C)C)CC3)c1 (stereo not drawn) | i | -1% | 36%
CCCSc1nc(=O)c2c(n1C)NC(=O)CC2c1cccc(F)c1F (stereo not drawn) | -17% | 13%[9.22 µM] | -20%
CC(=O)N1CCN(c2csc3ccc(Br)cc3c2=O)CC1 | -12% | -94%[inhibitor] | 15%
COc1ccc(Cl)cc1C(=O)Nc1ccc2nc(Nc3cccc(Cl)c3)cc(C)c2c1 | i | 24% | ?
COc1cccc(Nc2nc3ccc(C(=O)c4ccccc4)cc3n3c(C)nnc23)c1 | 8% | 21% | -11%
CCOc1ccc(NC(=O)c2sc3nc4c(cc3c2N)CN(Cc2ccccc2)CC4)cc1 | -48%[inhibitor] | 19% | -5%
O=c1oc2ccc3ccccc3c2cc1-c1nnc(Nc2ccc(Cl)cc2Cl)s1 | -21% | 0% | -16%
CCc1ccc(S(=O)(=O)c2cn(Cc3ccccc3)c3cc(F)c(F)cc3c2=O)cc1 | i | 23% | -13%
Cc1noc(-c2ccc(N3CCCCC3)c([N+](=O)[O-])c2)n1 | i | 18µM* | 27%
CCOc1ccc(CCNC(=O)c2cc3c(-c4ccccc4F)nn(C)c3s2)cc1 | -17% | 17% | -16%
CSc1ccc(CCNC(=O)Cn2c(C)c3cnn(-c4ccccc4)c(=O)c3c2C)cc1 | i | 3% | 9%
Cc1csc2nc(COC(=O)c3ccccc3NC(=O)c3ccc(C(C)(C)C)cc3)cc(=O)n12 | -6% | 19% | 15%
Cc1ccc(S(=O)(=O)Nc2ccc3nc(-c4ccc(F)cc4)oc3c2)cc1 | i | 0% | 9%
COc1ccc(NC(=O)CN(c2cc(C)cc(C)c2)S(=O)(=O)c2c(C)noc2C)cc1Cl | i | 30% | -5%
Cc1ccc(-n2c(=O)c3c4c(sc3n(CC(=O)Nc3ccccc3C)c2=O)CCCCC4)cc1C | 2% | 19% | -8%
CCOC(=O)c1ccc(-c2ccc(/C=C(\C#N)C(=O)Nc3c(C)cccc3Cl)o2)cc1 | i | ? | 0%
CCOc1ccc(CNC(=O)Cc2ccc(NC(=O)N3CCSc4ncccc43)cc2)cc1 | -12% | 7% | 1%
CC(C)c1ccc(S(=O)(=O)c2nnn3c2nc(NCCc2ccccc2)c2sccc23)cc1 | -19% | 10% | 6%
COc1ccc(N2CCN(S(=O)(=O)c3ccc4c(c3)C(C(C)C)C(=O)N4)CC2)cc1 (stereo not drawn) | -23% | -6% | 77%
COc1cccc(NS(=O)(=O)c2ccc3[nH]cc(C(=O)N(C)C4CCCCC4)c(=O)c3c2)c1 | i | 16% | 19%
COc1ccc(OCc2ccc(-c3nc(C#N)c(N4CCC(C)CC4)o3)o2)cc1 | -11% | 5% | 21%
CC(=O)c1ccc(NC(=O)CSc2nnc3ccc(-c4ccc(F)cc4)nn23)cc1 | i | ? | -13%
CCOC(=O)N1CCc2c(sc(NCc3sccc3C)c2C(=O)Nc2ccc(OC)cc2OC)C1 | i | 28% | 45%
Cc1cc(NC(=O)c2ccc(-c3ccc(Br)cc3)o2)cc(-c2nc3ncccc3o2)c1O | 1% | 16% | 27%
O=C(NCc1ccc(F)cc1)c1ccc(Nc2nc3ccccc3n3nnnc23)cc1 | i | 23% | -2%
CCc1ccc2oc(-c3ccc(NC(=O)c4cc5ccccc5o4)cc3)nc2c1 | -22% | ? | 3%
Cc1ccc(-c2nc(N3CCN(c4ccccc4Cl)CC3)c3ccccc3n2)cc1 | i | 8% | -2%
COc1ccc(NC(=O)CN2C(=O)CCc3cc(S(=O)(=O)N4CCOCC4)ccc32)c(OC)c1 | i | 17% | 17%
COc1cccc(NC(=O)c2oc3ccccc3c2NC(=O)COc2ccccc2C)c1 | 25% | -3% | -16%
CCc1nn(CC(=O)NCc2ccccc2Cl)c(=O)c2cc3ccccc3n12 | i | 0% | -32%
O=C(Nc1ccc(F)cc1)N1CCN(c2ccccc2F)CC1 | i | 2% | -8%
Cc1cn2c(=O)cc(COC(=O)c3cccc(NC(=O)COc4ccc(Cl)cc4)c3)nc2s1 | 0% | 2% | -1%
CCc1ccc(NC(=O)CSc2cn(CC(=O)N3CCOCC3)c3ccccc23)cc1 | -25% | 26% | 19%
CCN1CCN(Cc2nc3cc(NC(=O)c4cc(OC)c(OC)c(OC)c4)ccc3n2CC)CC1 | i | 28% | 12%
O=C(NCCCN1CCN(c2ccccc2F)CC1)c1sc2ncccc2c1-n1cccc1 | i | 19% | 7%

Only part of the results is shown; count on the stated rates, not on these rows.
